# CAL PDZ FP-1 = inhibitors of human CAL PDZ peptide binding | Q9HD26 | purified CAL PDZ, TMR-peptide fluorescence polarization, 1 h | inhibition, % at 20 µM | actives 0.02% (n = 330,000) | AID 504414;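 active = highest replicate inhibition of at least 40%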;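 note: plate controls were DMSO neutral control wells for no effect and unlabeled competitor peptide control wells for full effect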
#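 Test system: tagged CAL PDZ domain / Buffer or medium: sodium phosphate/NaCl buffer pH 7.4 with TCEP, IgG, Thesit / Reagent: TMR-labelled reporter peptide T*-PRC34 bound in PDZ groove / Compound dosing: single point, 20 µM / Schedule: 1 h incubation at room temperature before polarization reading / Technique: fluorescence polarization (mP) / Benchmarks: unlabelled peptide, DMSO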
# CAL PDZ FP-2 = blocks peptide binding to the human CAL PDZ domain; Q9HD26; purified CAL PDZ, TMR-peptide fluorescence polarization, 1 h; inhibition, % at 24.9 µM; actives 0.92% (n = 300,000); AID 602252;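 active = mean inhibition of at least 30% with at least half of replicates also reaching 30%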;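 note: 0% = DMSO neutral control and 100% = excess unlabeled competitor peptide PRC23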
# DAGLB inhibitor = diacylglycerol lipase beta (human) inhibition | Q8NCG7 | actives 0.059% (n = 340,000) | inhibition, % at 5.17 µM | HEK293T DAGLB membrane lysate, EnzChek fluorogenic substrate | AID 504411; in the data active = inhibition above about 34%;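 note: 0% = enzyme with vehicle and 100% = wells lacking enzyme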
# Keap1-Nrf2 PPI = disrupts human Keap1 binding to Nrf2 peptide; Keap1 Kelch-Nrf2 peptide fluorescence polarization, 1536-well; actives 0.15% (n = 340,000); Q14145; inhibition, % at 9.4 µM; in the data active = inhibition above about 12%;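 note: human Keap1 Kelch domain with fluorescein labeled Nrf2 9mer peptide probe; 0% = neutral control wells and 100% = peptide positive control; higher means more block of Keap1 binding to Nrf2 peptide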
# SR-BI DiI-HDL act = enhances SR-BI lipid uptake from DiI-HDL | activation, % at 12.5 µM | CHO ldlA[mSR-BI] cells, DiI-HDL uptake fluorescence, 3 h; 100 = double the neutral-control signal | actives 0.096% (n = 320,000) | AID 504775;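 active = mean replicate activation of at least 60% and every replicate at or above 60%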;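 note: 0% = median plate neutral-control signal and 100% = twice that signal; values of inactives mirror those of a sister screen read the other way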
#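 Test system: SR-BI-overexpressing, LDLR-lacking CHO cells; Also added: labelled HDL, 10 µg/mL; Measured by: bottom-read cell fluorescence after medium removal, ex 550/em 595 nm; Timing: 3 h uptake period with compound, 37 °C; Buffer or medium: F12, 0.5% BSA, 25 mM HEPES; Doses: single compound concentration, delivered by pin transfer.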
# LANA DNA inh = KSHV C-LANA DNA binding inhibition | actives 0.078% (n = 340,000) | MBP-C-LANA/FAM-LBS DNA binding, fluorescence polarization | inhibition, % at 9 µM;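 active = highest replicate inhibition at or above 60% at 9 µM, even if other replicates fall short; inactive = all replicates below 60% inhibition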;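 note: 0% = neutral control wells and 100% = 4 µM acridine orange control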
# Cardiac RTF inh = cardiac RTF calcium desensitization; P19429+P45379; IANBD-labeled cardiac RTF, Ca2+ fluorescence; inhibition, % at 7.15 µM; actives 0.12% (n = 340,000);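 active = inhibition above the mean inhibition of all tested compounds plus 3 SD, cut at about 17% in these data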;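 note: assay run at fixed EC70 calcium of 1.6 mM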
# RTF Ca sens act = cardiac RTF calcium sensitization. P19429+P45379. IANBD-labeled TnC RTF fluorescence at EC20 calcium; 0% EC20 calcium, 100% full calcium. activation, % at 7.2 µM. actives 0.24% (n = 340,000). AID 493008;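 active = activation above the mean over all tested compounds plus 3 SD, cut at about 30% in these data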;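 note: rise in fluorescence read as greater calcium sensitivity of cardiac thin filaments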
# PKA-R2B act = activates the human PKA-R2B holoenzyme complex; actives 0.079% (n = 340,000); activation, % at 11.4 µM; PKA-R2B holoenzyme dissociation, Cy5-IP20 fluorescence polarization; R2B truncated from residue 108, S112A mutant; 0% DMSO only, 100% 113 µM cGMP; P22694+P31323;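 active = activation above a cutoff set at the mean over all compounds plus 3 SD, cut at about 18% in these data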;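 note: higher means more holoenzyme dissociation and a rise in polarization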
# Target sequence (P31323 whole entry, looked up, other chains not shown, the tested form may be a part): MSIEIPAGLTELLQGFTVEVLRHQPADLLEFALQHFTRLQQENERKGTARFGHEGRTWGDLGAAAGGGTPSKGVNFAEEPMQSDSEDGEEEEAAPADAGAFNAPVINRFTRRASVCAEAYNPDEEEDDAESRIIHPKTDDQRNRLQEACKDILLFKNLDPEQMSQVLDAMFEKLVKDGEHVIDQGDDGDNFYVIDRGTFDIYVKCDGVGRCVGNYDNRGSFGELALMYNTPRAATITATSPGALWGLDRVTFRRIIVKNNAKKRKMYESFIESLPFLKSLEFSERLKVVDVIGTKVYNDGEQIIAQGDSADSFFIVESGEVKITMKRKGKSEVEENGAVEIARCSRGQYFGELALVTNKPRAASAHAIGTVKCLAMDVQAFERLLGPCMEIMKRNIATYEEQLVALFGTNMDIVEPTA
# Rtt109 HAT inh = inhibitors of Candida albicans Rtt109/Vps75 histone acetyltransferase | Q5AAJ8 | purified Rtt109/Vps75, ThioGlo CoA-SH fluorescence, 4 h | inhibition, % at 34.9 µM | actives 0.16% (n = 330,000) | AID 540336;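 active = inhibition of at least 50% in every replicate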
# Target sequence (Q5AAJ8 whole entry, looked up): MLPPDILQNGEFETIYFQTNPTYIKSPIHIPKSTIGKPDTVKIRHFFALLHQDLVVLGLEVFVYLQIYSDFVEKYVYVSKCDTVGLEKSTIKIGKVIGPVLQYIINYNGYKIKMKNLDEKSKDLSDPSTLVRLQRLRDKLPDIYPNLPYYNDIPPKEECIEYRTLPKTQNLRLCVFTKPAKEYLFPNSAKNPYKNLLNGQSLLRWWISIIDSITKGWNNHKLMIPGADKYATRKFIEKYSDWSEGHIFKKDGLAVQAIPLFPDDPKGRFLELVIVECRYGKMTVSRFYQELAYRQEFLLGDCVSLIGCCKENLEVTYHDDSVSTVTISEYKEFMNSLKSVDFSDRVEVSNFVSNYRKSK
# An asterisk follows results filed as active; nt = no result given.
SMILES,CAL PDZ FP-1,CAL PDZ FP-2,DAGLB inhibitor,Keap1-Nrf2 PPI,SR-BI DiI-HDL act,LANA DNA inh,Cardiac RTF inh,RTF Ca sens act,PKA-R2B act,Rtt109 HAT inh
CC(=O)Oc1cc(C(=O)OCC(=O)N2CCc3ccccc3C2)cc(OC(C)=O)c1OC(C)=O,-0.3,nt,5,-4,1,2.6,-2,-1,-2,-11
COc1ccc(NC(=S)NNC(=O)c2nnn(-c3ccccc3)c2C)cc1,-1.2,-6,1,-4,-18,2.3,-23,6,-4,-19
O=C(NCc1cccc(C(F)(F)F)c1)C1CC(c2ccccc2F)=NO1 (centres undefined),-0.7,1,-2,-2,16,2.7,-3,-2,0,-6
O=C(COc1ccc(Cl)cc1)Nc1cc2c3c(c1)CC(=O)N3CCC2,-2.2,-4,-17,-6,-63,-0.8,-14,3,-7,1
Cc1noc(C)c1COC(=O)C1CCN(C(=O)c2ccc(Cl)cc2)CC1,-3.0,0,1,-6,-12,-3.2,13,4,5,-12
CNC(=O)C(NC(=O)Nc1ccc(C)cc1)C(C)(C)C (centres undefined),-0.1,5,2,-6,-10,0.0,4,-8,-9,-9
O=C(NNC(=S)NC(=O)c1ccco1)c1ccc(F)cc1,0.1,-8,1,0,nt,1.4,-4,3,-12,-7
COc1cc(CN2CCN(C(=O)CC(C)C)CC2)cc(OC)c1O,-0.5,1,-1,-4,13,2.0,-15,6,-1,2
CCNc1nc(NCC)nc(OCCNS(=O)(=O)c2cc(C)ccc2C)n1,-0.1,nt,0,-2,-16,-0.1,-9,3,-2,-2
O=C(NCCC(=O)N(CCc1ccccc1)Cc1ccccc1)c1ccc([N+](=O)[O-])cc1,-1.9,6,-2,0,15,-0.2,-23,-2,-12,4
Cc1cccc(C)c1NC(=O)CN(C)C(=O)c1ccccc1Sc1ccccc1C#N,-0.8,nt,1,4,-6,-1.7,-4,-4,-5,1
CC(=O)c1sc(NC(=O)CN2C(=O)NC3(CCCC3)C2=O)nc1-c1ccccc1,-1.4,-6,3,-5,-1,0.6,-6,4,-14,-5
Cc1oc(C(=O)O)cc1COc1cccc2cccnc12,-0.7,-4,0,6,nt,0.7,-1,4,6,-14
COc1ccc(-n2nc3c(N)n[nH]c3cc2=O)cc1,-2.2,0,2,-1,-7,3.0,-5,-4,-8,nt
CCOc1ccc(S(=O)(=O)NCCC(=O)N2CC(C)OC(C)C2)cc1 (centres undefined),-2.5,0,-1,1,14,-0.7,-6,1,-4,7
COc1ccc(N2CCN(S(=O)(=O)c3cc(-c4cc(C)no4)ccc3C(C)C)CC2)cc1,-0.1,1,-5,1,-28,-1.0,-5,-4,-2,6
Cn1c(=O)c2[nH]c(CN3CCCCC3)nc2n(C)c1=O,-1.4,-1,1,-1,0,-2.3,-6,-3,-2,5
C=CCn1cnc2c(nnn2-c2ccc(OC)c(OC)c2)c1=O,6.7,-4,-1,0,7,0.6,-6,-3,-11,-16
CC(C)(C)C(=O)Nc1ccc(C(=O)CN2C(=O)NC3(CCOc4ccccc43)C2=O)cc1 (centres undefined),-1.2,nt,-3,-1,-5,-0.3,-9,3,-8,2
Cc1cn([C@H]2C[C@H](O)[C@@H](CCC(=O)NCCCn3ccnc3)O2)c(=O)[nH]c1=O,0.6,-2,0,0,28,5.6,-2,0,-1,1
CCCc1cc(=O)oc2cc(C)cc(OCC(=O)NC(Cc3ccc(Cl)cc3)C(=O)O)c12 (centres undefined),-0.9,-1,5,-4,2,0.9,8,-6,-2,1
COc1ccc(-c2sc3ccc(N4CCOCC4)cc3c2C#Cc2ccsc2)cc1,-0.8,-1,-6,-5,-90,0.5,12,1,5,-2
Cc1ccc(S(=O)(=O)Nc2c(C)n(C)n(-c3ccccc3)c2=O)c(C)c1,-0.2,nt,-1,-4,7,-0.8,-8,1,-1,-4
Cc1ccc(NC(=S)N(Cc2ccccc2)Cc2cccs2)c(C)c1,-3.3,-5,-11,-1,-3,1.0,-1,-6,8,-1
CCN1CCN(c2ncnc3c2cnn3-c2ccccc2)CC1,-0.2,nt,1,1,-19,-0.9,-3,-2,-4,6
COc1ccc(CN(C(=O)c2ccco2)C2CCS(=O)(=O)C2)cc1 (centres undefined),-0.6,nt,1,-9,15,-1.8,0,-3,0,0
O=c1c(-c2ccc(O)cc2)coc2c([C@@H]3O[C@H](CO)[C@@H](O)[C@H](O)[C@H]3O)c(O)ccc12,-0.5,0,-3,-1,12,0.7,1,-1,6,-4
COC(=O)c1cc(C)sc1NC(=O)CC1Nc2ccccc2NC1=O (centres undefined),-2.2,-3,5,-6,-20,0.2,-2,4,-10,-10
CCOc1ccc(N2C(=O)CC(SC(=NC)Nc3cccc(F)c3)C2=O)cc1 (centres undefined),-1.7,3,-4,0,-14,0.2,-6,-8,-4,-7
Brc1cnc(N2CCCCC2)nc1N1CCOCC1,0.1,nt,-4,-1,1,-0.1,-7,4,-3,-5
Cc1ccccc1C(=O)Nc1nc(-c2cccnc2)cs1,-2.2,0,2,-1,nt,-0.4,-9,6,-5,5
COc1cccc(NC(=O)CN(Cc2ccccc2)S(C)(=O)=O)c1,-0.7,-7,1,2,14,0.4,-4,-4,6,-3
CN(Cc1ccccc1)CC1CCCN(CCc2ccccc2F)C1 (centres undefined),2.9,-3,-2,-3,-1,-0.4,-5,-2,8,-2
O=C(Cc1ccc(N2CCNC2=O)cc1)N1CCCC(Nc2cccc(F)c2)C1 (centres undefined),-1.8,-3,1,3,-23,-0.3,-9,-6,12,2
O=C(NC(=S)Nc1ccccc1N1CCCC1)c1ccc(-c2cccc([N+](=O)[O-])c2)o1,-1.3,-3,-1,-5,-50,-0.2,-1,-1,-8,12
O=C1CS(=O)(=O)N(Cc2ccc(F)cc2)c2ccccc21,0.3,-2,27,-4,14,0.3,-7,-2,1,-6
Clc1ccc(COn2c(-c3ccc(Cl)cc3Cl)nc3ncccc32)cc1,-1.3,-3,3,-5,nt,-3.1,1,-2,-7,12
COc1cc(-c2nc3cnccn3c2Nc2c(C)cccc2C)ccc1O,0.6,-5,2,1,1,1.7,-23,4,-4,8
C/C(=N\N=C\c1ccc(N(C)C)cc1)c1cccc([N+](=O)[O-])c1,-1.7,2,1,-1,4,-0.6,1,-2,17,12
Cc1nn2c(CN(C(=O)c3ccco3)c3ccccc3)nnc2c2ccccc12,nt,-4,2,2,-18,-2.7,-6,-1,8,-8
c1ccc(N2CCN(c3nc(-c4ccccn4)nc4ccccc34)CC2)cc1,-2.9,0,5,-3,-16,1.1,2,-2,-13,12
CCCn1c(=O)c2c(C(=O)OCC)cc(-c3ccco3)nc2n(CCC)c1=O,-1.0,1,-4,-3,-6,0.4,-3,-1,-2,-17
COc1ccc(/C=N/NC(=O)c2ccccc2O)cc1CSc1ccccn1,-5.9,1,-3,-2,30,-2.8,-12,5,3,-37
COCCN(C(=O)CNC(=O)c1ccco1)C(C(=O)NC1CCCCC1)c1cccc(OC)c1 (centres undefined),0.2,-4,-3,0,35,-1.4,-8,-4,1,-25
O=S1(=O)CCN2C(c3ccco3)=CSC2=N1,-1.1,-3,2,-6,12,2.6,10,0,7,-1
Cc1ccc(C(=O)NC(=S)N2CCN(C)CC2)cc1,-1.2,2,0,2,30,-1.1,-14,2,0,-8
O=C(NNC(=O)C1CC1)c1cccc([N+](=O)[O-])c1,-2.2,-2,5,-5,51,-0.1,-6,-3,3,-14
O=C(CN1CCN(C(c2ccccc2)c2ccccc2)CC1)NCc1ccccc1,-0.1,-3,-8,-4,8,0.3,2,-1,-2,-2
COCCNC(=S)Nc1ccc([N+](=O)[O-])cc1C,-0.4,nt,-2,-5,-3,1.1,-16,2,-20,-15
CC(=O)c1c(C)[nH]c(C(=O)Nc2ccccn2)c1C,-3.0,-2,2,-4,51,-0.9,2,1,4,0
CN(C(=O)c1ccncc1)c1nnc(-c2ccncc2)s1,-1.7,5,1,-4,5,1.4,-4,-6,-2,0
Cc1noc(C)c1COc1cccc(C(=O)Nc2cccnc2)c1,-2.6,-6,1,-7,2,0.3,4,-1,-11,-2
CCOc1ccc(NCc2cccn2-c2nnc(N3CCC(C(=O)NCCCN4CCCCC4CC)CC3)s2)cc1 (centres undefined),-2.1,-3,0,-3,-12,-2.7,-2,-7,-1,-11
O=C(O)c1ccccc1C(=O)NCc1ccc2c(c1)OCO2,-2.0,0,-1,-3,31,-0.5,1,-3,-2,15
CCOc1ccc(NC(=O)Nc2cccnc2)cc1,-0.1,3,-1,-4,11,-0.7,-4,2,-1,-22
CN(C)C(=O)CCC(=O)N(C)CC1CCCN(CCc2ccc(F)cc2)C1 (centres undefined),nt,-1,1,-3,19,2.7,-7,-5,-6,-8
O=C(/C=C/c1ccc(Cl)cc1Cl)NCCN1CCOCC1,-1.5,1,2,1,-3,-0.8,-3,-2,-3,-4
CN1C(C(=O)NCc2ccco2)CC2Cn3c(nc4cc5ccccc5cc43)C21 (centres undefined),-0.8,8,0,2,-6,0.6,0,-6,-8,1
O=C(COC(=O)/C=C/c1ccccc1Cl)NC(=O)NC1CCCC1,-3.9,-7,1,-1,3,-1.5,-8,-8,-13,11
O=C(N/N=C/c1ccccc1OC(=O)N1CCOCC1)c1cccs1,0.0,0,1,-7,-50,0.4,5,5,-11,8
# Carrying on:
SMILES,CAL PDZ FP-1,CAL PDZ FP-2,DAGLB inhibitor,Keap1-Nrf2 PPI,SR-BI DiI-HDL act,LANA DNA inh,Cardiac RTF inh,RTF Ca sens act,PKA-R2B act,Rtt109 HAT inh
O=C(c1ccc(S(=O)(=O)N2CCCCCC2)cc1)N1CCC(CN2C(=O)c3cccc4cccc(c34)C2=O)CC1,-2.3,-4,0,2,-67,-1.0,-8,3,8,-2
CN(C)S(=O)(=O)N(CC(=O)N1CCN(c2ccccc2F)CC1)c1ccccc1,nt,1,-1,-6,-17,1.4,-3,3,-8,1
COc1ccc(NC(=O)N2c3ccccc3CC2C)cc1OC (centres undefined),-0.7,1,0,-3,-13,1.7,-11,6,2,-3
CCn1cc(C(=O)O)c(=O)c2cc(F)c(N3CCN(C(=S)Nc4ccc(OC)cc4)CC3)cc21,-2.9,-4,3,0,nt,0.4,0,-3,1,8

# Source: PubChem BioAssay (several laboratories)
